Assay outcomes as filed in PubChem BioAssay.
mIDH1 inhibitor – human IDH1 R132H inhibition. O75874. IDH1-R132H enzyme, NADPH consumption, diaphorase/resazurin fluorescence. Potency, µM (highest dose often 76.6 µM), without a hit: top-dose activity change, negative = inhibition, most hits filed as inhibitors. 390,000 compounds, 0.093% hits. AID 602179; further: on the % scale 0 is the no-effect control and ±100 the full control effect; nearly all actives have a fitted effect of over 65% in size
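IDH1-R132H (0.5 ug/mL) preincubated 30 min with compound, then NADPH (0.016 mM) and alpha-KG (2 mM) added; 80 min at RT, pH 7.5. Remaining NADPH coupled via diaphorase/resazurin to fluorescence (540/590 nm); concentration-response curves normalized to no-enzyme control.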
Vif-A3F inh – inhibitors of Vif-A3F interaction; HeLa A3F-eYFP + Vif (tagged APOBEC3F with the HIV-1 protein that degrades it), YFP fluorescence increase; Potency, µM (titrated, usually from 46.1 µM), inactives show at the highest dose activity, negative = active; AID 602313; 390,000 compounds, 0.2% hits; further: % of control where 0% means no effect; nearly all actives have a fitted effect of over 65% in size
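HeLa cells stably expressing Vif plus C-terminally eYFP-tagged A3F were seeded, incubated overnight at 37 deg C, dosed with compound, incubated overnight again at 37 deg C. Yellow fluorescence (Ex 488/Em 500-530) reported blocked Vif-mediated A3F-eYFP degradation.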
12-LOX inh – inhibitors of human 12S-lipoxygenase ALOX12; purified 12hLO, xylenol orange hydroperoxide absorbance; 580,000 compounds, 1.1% hits; P18054; Potency, µM (doses to about 108 µM), for inactives: at the top dose activity change, negative = inhibition, hits mostly inhibitors; further: on the % scale 0 is the no-effect control and ±100 the full control effect
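Hydroperoxide product was detected by ferrous iron/xylenol orange as the 573 to 405 nm absorbance ratio. Arachidonic acid at 40 uM (final) was turned over for 30 min at room temperature by 150 nM human 12hLO, pH 7.0 Hepes buffer, after 15 min compound preincubation.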
TrxR1 substrate – is turned over as a substrate by rat TrxR1; Potency, µM (highest dose often 114 µM), for the others: at the top dose activity change, negative = substrate turnover; purified TrxR1 substrate turnover, NADPH consumption readout; 390,000 compounds, 0.01% hits; O89049; further: on the % scale 0 is the no-effect control and ±100 the full control effect; nearly all actives have a fitted effect of over 50% in size
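Rat TrxR1, dispensed at 90 nM, was prereduced with 400 uM NADPH (final) for 5 min at ~22 deg C, then incubated with compound 15 min before 400 uM selenite. A first-read NADPH fluorescence drop versus no-compound background flagged substrates.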
RXFP1 ag – agonists of human relaxin receptor RXFP1 | Q9HBX9 | HEK293T-RXFP1 cAMP TR-FRET, 30 min; response scale: percent of porcine relaxin response, buffer zero | Potency, µM (top dose mostly 57.5 µM), for the others: at the highest dose activation, actives largely listed as activators | 370,000 compounds, 0.3% hits; further: on the % scale 0 is the no-effect control and ±100 the full control effect; nearly all actives have a fitted effect of over 60% in size; many of its hits are not listed in these tables
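Agonist response is measured as cAMP accumulation in an RXFP1-transfected HEK293T line under PDE4 inhibition. Values are scaled between buffer-only and 29 nM porcine relaxin, and EC50s come from standard Hill equation fits.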
RGS4 inh – inhibitors of human regulator of G protein signaling 4; Transcreener GDP fluorescence polarization, RGS4-accelerated GTP hydrolysis; Potency, µM (titrated, usually from 114 µM), for the others: at the top dose activity change, negative = inhibition, usual class: inhibitors; P49798; AID 504845; 390,000 compounds, 0.039% hits; further: on the % scale 0 is the no-effect control and ±100 the full control effect; nearly all actives have a fitted effect of over 75% in size; some results filed as inactive show a strong effect at the top dose
Target sequence (P49798 whole entry, looked up): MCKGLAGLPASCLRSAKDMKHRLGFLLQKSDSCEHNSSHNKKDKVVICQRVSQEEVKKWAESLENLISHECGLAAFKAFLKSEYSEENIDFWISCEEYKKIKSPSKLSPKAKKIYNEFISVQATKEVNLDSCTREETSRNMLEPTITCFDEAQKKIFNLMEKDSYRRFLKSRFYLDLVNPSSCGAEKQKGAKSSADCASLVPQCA
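MLSMR compounds (23 nl, pin-transferred) preincubated 10 min at room temperature with a 500nM (2x) first reagent, then RGS4 at 900nM (2x) plus Transcreener GDP mix added; fluorescence polarization (620/688 nm) read before and after 90 min at 30 °C.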
USP1-UAF1 inh – USP1/UAF1 (human) deubiquitinase inhibition. 390,000 compounds, 0.23% hits. recombinant USP1/UAF1, Ub-Rhodamine cleavage fluorescence. AID 743255. O94782. Potency, µM (doses to about 57.1 µM), for the others: top-dose activity change, negative = inhibition, hits mostly inhibitors; further: on the % scale 0 is the no-effect control and ±100 the full control effect; nearly all actives have a fitted effect of over 60% in size; inactives centre near -12
Target sequence (O94782 whole entry, looked up): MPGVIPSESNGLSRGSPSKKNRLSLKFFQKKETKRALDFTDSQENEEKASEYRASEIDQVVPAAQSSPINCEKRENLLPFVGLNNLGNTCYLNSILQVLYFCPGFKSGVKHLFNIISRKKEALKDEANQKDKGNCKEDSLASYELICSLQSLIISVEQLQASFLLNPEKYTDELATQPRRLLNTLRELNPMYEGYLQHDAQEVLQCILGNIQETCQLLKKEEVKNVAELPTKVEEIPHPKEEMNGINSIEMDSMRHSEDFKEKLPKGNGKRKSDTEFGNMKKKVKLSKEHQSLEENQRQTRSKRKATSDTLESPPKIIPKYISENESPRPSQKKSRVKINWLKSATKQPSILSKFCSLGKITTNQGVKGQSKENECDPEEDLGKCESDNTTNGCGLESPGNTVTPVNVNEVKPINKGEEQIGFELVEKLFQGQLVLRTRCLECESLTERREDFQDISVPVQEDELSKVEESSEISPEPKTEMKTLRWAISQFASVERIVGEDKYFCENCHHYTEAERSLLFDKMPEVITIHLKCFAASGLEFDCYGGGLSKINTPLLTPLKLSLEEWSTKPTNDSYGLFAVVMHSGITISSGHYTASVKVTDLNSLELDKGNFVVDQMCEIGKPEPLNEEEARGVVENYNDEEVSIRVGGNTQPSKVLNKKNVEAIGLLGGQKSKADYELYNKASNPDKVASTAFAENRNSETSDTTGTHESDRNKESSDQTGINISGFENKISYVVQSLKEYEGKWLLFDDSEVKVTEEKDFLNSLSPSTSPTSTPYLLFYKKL
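In this screen, compounds sit with the deubiquitinase complex (1nM) for 15 min at room temperature before Ub-Rho is added at 150nM final. Fluorescence rise is then followed for 6 reads every 60 seconds.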
rTrxR1 inhibitor – blocks rat thioredoxin reductase 1 | O89049 | recombinant rTrxR1, NADPH fluorescence consumption, selenite substrate | Potency, µM (titrated, usually from 114 µM), for inactives: at the top dose activity change, negative = inhibition, most hits filed as inhibitors | 390,000 compounds, 1% hits | AID 588453; further: on the % scale 0 is the no-effect control and ±100 the full control effect; nearly all actives have a fitted effect of over 65% in size
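Rat TrxR1 (90 nM in the dispensed reagent) was pre-reduced with 400 uM NADPH for 5 min at room temperature, then incubated with compound for 15 min. After 400 uM selenite was added, NADPH fluorescence (Ex 340/Em 450 nm) was followed for 8 min.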
Vif-A3G inh – blocks the Vif interaction with human APOBEC3G | Potency, µM (doses to about 46.1 µM), for inactives: at the top dose activity, negative = active, actives largely listed as inhibitors | Q9HC16 | AID 602310 | HeLa A3G-eYFP + Vif (tagged APOBEC3G with the HIV-1 protein that degrades it), YFP fluorescence, overnight | 410,000 compounds, 0.076% hits;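 further: on the % scale 0 is the no-effect control and ±100 the full control effect; nearly all actives have a fitted effect of over 60% in size; hits raise eYFP signal because A3G escapes Vif-driven loss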
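Read-out is eYFP fluorescence (Ex 488/Em 500-530) from Vif-expressing HeLa A3G-eYFP cells; more signal means A3G escaped Vif-mediated degradation. Cells plated overnight, compound pinned in, incubated overnight at 37 deg C.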
* hit, by the source's call; ? = inconclusive; . = no result given; & = joins results of further samples; [ ] = dose if it differs, or a comment. The call rests on the fitted dose curve; in most records, active means well fitted curve in the direction sought with a large enough effect; inconclusive means small, poorly fitted or top-dose-only effect, or another doubt; inactive means no such curve, though single readings can be large; an effect the other way counts as inactive or inconclusive. Potency means the concentration at half of the fitted maximal effect.

SMILES	mIDH1 inhibitor	Vif-A3F inh	12-LOX inh	TrxR1 substrate	RXFP1 ag	RGS4 inh	USP1-UAF1 inh	rTrxR1 inhibitor	Vif-A3G inh
Cc1ccc(SCC(=O)Nc2nncs2)cc1	12%	-2%	0%	4%	.	-15%	-20%	21%	2%
O=C(CCl)Nc1nc(-c2ccco2)c(-c2ccco2)s1	?	1%	?	-2%	-0.4%	-20%	-23%	13µM*	?
CC(=O)c1ccc(S(=O)(=O)N2CCN(C(=O)c3ccc(COc4ccccc4)o3)CC2)cc1	2%	-17%	-9%	2%	-0.3%	-23%	-24%	5%	-1%
Cc1ccc(C)c(OCCCN2CCCC2)c1	8%	1%	?	7%	-0.1%	9%	-5%	7%	0%
O=C(O)CSCC(=O)NCc1ccccc1Cl	-5%	-7%	-6%	-15%	17%	41%	-3%	-29%	-1%
Cc1ccc(S(=O)(=O)N2CCN(S(=O)(=O)c3cccs3)CC2)cc1	5%	1%	11%	-11%	0.1%	10%	-12%	-10%	5%
CCCCN(CC)Cc1ccc(CNC(=O)Nc2ccc(F)cc2)o1	1%	5%	-9%	-2%	-1.2%	1%	-17%	2%	-6%
OC(COCCOc1ccc(Br)cc1)CN1CCN(Cc2ccccc2)CC1 (stereo not given)	9%	1%	?	0%	-1.4%	?	-16%	5%	0%
COc1cc(/C=N/Nc2ccc(C(=O)O)cc2)ccc1O	11%	-7%	-15%	-19%	-3.2%	6%[11.4 µM]	-26%	-27%	1%
Cc1cc(C(=O)N/N=C2\CC(=O)CC(C)(C)C2)c2ccccc2n1	-1%	3%	5%	-4%	4.1%	-23%	-23%	-9%	-1%
Cc1[nH]nc2ncc(C(=O)c3cc(Cl)cc(Cl)c3O)cc12	4%	-1%	0%[57.4 µM]	-9%	3.3%	15%	-8%	-6%	1%
COc1cc(C(=O)NC23CC4CC(CC(C4)C2)C3)cc(OC)c1OC	3%	-12%	2%	7%	0.1%	-15%	-20%	27%	-7%
CC(C)(C)OC(=O)N[C@H](C(=O)OC(C)(C)C)c1ccc(Br)cc1	11%	0%	1%	0%	0.5%	-41%	-24%	10%	-6%
CCN(CC)C(=O)C(=O)c1ccn(-c2c(C)csc2C(=O)OC)c1	-11%	0%	0%	-9%	-1.4%	2%	0%	-6%	-1%
COc1ccc(N=C2SCC(=O)N2Cc2ccccc2)cc1	6%	-4%	-6%	-6%[57.1 µM]	0.9%	33%	-1%	-16%[57.1 µM]	1%
COc1ccc(CSCCNC(=S)Nc2ccccc2)cc1Cl	-4%	-31%	?	0%	1.2%	-12%	-22%	3%	2%
CCOc1cc(C#N)c(NC(=O)c2ccc(OC)c(S(=O)(=O)N3CCCC3)c2)cc1OCC	.	.	-4%&-8%	11%[11.4 µM]	3.5%	-18%	-12%	16%[11.4 µM]	.
O=C(CN1CCCC1)Nc1nnc(-c2cccs2)s1	7%	-6%	-2%	9%	-0.9%	-16%	-19%	-17%	-1%
Cc1ccc(-c2nn(CCC#N)cc2C=C(C#N)C#N)cc1	0%	-1%	-9%	1%	-0.8%	-33%	?	7.9µM*	-6%
CCn1c(N2CCN(CC(=O)c3c(C)n(C)c4ccccc34)CC2)nc2c1c(=O)[nH]c(=O)n2C	10%	.	?	-3%	3.8%	9%	-16%	-9%	3%
CCN(CC)S(=O)(=O)c1ccc(NS(=O)(=O)c2ccc(O)c([N+](=O)[O-])c2)cc1	1%	9%	-25%	-13%	2.7%	5%	6%	-10%	-1%
CCCNC(=O)C1CCC(CNS(=O)(=O)c2ccc3c(c2)CC(C)N3C(C)=O)CC1 (stereo not given)	-5%&2%	1%&6%	0%&-7%	-5%&1%	-1.3%&1.0%	5%[56.9 µM]	-5%&-13%	-6%&9%	-6%&6%
CCC(C)(C)C1CCc2[nH]nc(C(=O)O)c2C1 (stereo not given)	-12%	-2%	14%	-2%	-1.3%	2%	-6%	3%	2%
COCCCNc1cc(C)nc2ccccc12	0%	1%	-27%	-5%	-2.5%	5%	-14%	-8%	-1%
CC1CCc2cc(F)ccc2N1C(=O)CSc1nnc2c3ccccc3n(C)c2n1 (stereo not given)	-5%	-12%	-12%	-3%	1.7%	-5%	-7%	-8%	2%
O=C(Nc1cccc(C2OCCCO2)c1)c1cccs1	-2%	-22%	1%	-7%	-1.1%	3%	-10%	-4%	1%
COc1ccc(Cn2c(C)ccc2C)cc1	4%	-1%	-15%	-1%	0.1%	-39%	-22%	32µM*	-1%
COc1cccc(-n2c(SCC(=O)O)nnc2-c2cccnc2)c1	0%	1%	-16%	6%	1.8%	2%	-5%	13%	0%
O=C(COc1ccccc1)Nc1ccccc1F	2%	-6%	6%	-10%	0.9%	-19%	-9%	2%[57.1 µM]	-3%
Cc1cc(Cl)c2oc(C(=O)N3CCN(c4cccc(C)n4)CC3)c(C)c2c1	3%	-5%	-3%	3%[57.1 µM]	5.6%	-47%	-23%	4%[57.1 µM]	0%
COc1ccc(CCNC(=O)Cn2c(-c3ccc(F)cc3)cc(C(C)=O)c2C)cc1OC	-9%	-1%	-23%	-14%[57.1 µM]	4.4%	18%	-29%	-7%[57.1 µM]	-2%
COC(Cc1nnc(SC)n1-c1ccccc1)OC	-3%	-9%	?	-10%	-0.3%	19%	-5%	-5%	2%
Nc1cc2c3c(cccc3c1)C(=O)N(CCN1CCCC1)C2=O	-21%	-16%	8%	-6%	15%	15%	-11%	5%	-5%
COc1cc(/C=C2\C(=N)N3N=C(S(C)(=O)=O)SC3=NC2=O)ccc1OC(=O)c1ccco1	-11%	7.1µM*	?	-23%	2.3%	-20%	-25%	?	-1%
CCc1nc(-c2cc(S(=O)(=O)N3CCN(c4ccccc4)CC3)ccc2OC)no1	-10%	-3%	-1%	4%	4.8%	3%	-1%	12%	1%
S=c1[nH]nc(C2CCCCC2)n1/N=C/c1ccncc1	-3%	4%	-3%	3%[57.1 µM]	-0.5%	-2%	13%	0%[57.1 µM]	7%
COc1ccc(Cc2nnc(NC(=O)C3CC(=O)N(CCc4ccc(F)cc4)C3)s2)cc1OC (stereo not given)	2%	1%	?	6%	-0.2%	-31%	-18%	24%	1%
O=C(O)C1=C[C@H](C2CC2)C[C@H](OCCCCO)O1	1%	0%	?	-3%	0.1%	-2%	?	11%[57.1 µM]	1%
CC(=O)Nc1nnc(SCc2cc(=O)c3cc(C)ccc3[nH]2)s1	23%	2%	-30%	-3%[57.1 µM]	-2.6%	11%	-19%	15%[57.1 µM]	1%
CC1CC(C)CN(S(=O)(=O)c2cccc3cccnc23)C1 (stereo not given)	10%	-6%	5%	0%	-0.2%	-8%	-21%	5%	0%
O=C(Nc1cnn(Cc2ccc(Cl)cc2Cl)c1)c1noc2c1CCCC2	3%	2%	23%[57.4 µM]	1%	0.5%	-35%	?	18%	-2%
CCOc1ccccc1NC(=O)CCc1c(C)nn(-c2ccc(N3CCCCC3)nn2)c1C	4%&0%	8%&3%	-8%&-9%	-4%	2.1%&1.0%	-2%&3%	-22%&3%	-10%	-9%&-3%
Nc1cc(C(=O)OCC(=O)NNC(=O)c2cccs2)ccc1Cl	19%	3%	3%	-6%	1.9%	18%	-8%	8%[57.1 µM]	1%
Cc1cccc(C#CC2=CC(=O)CC(C)(C)C2)c1	-1%	5%	21%	.	.	.	-21%	.	-6%
CN1CCN(Cc2cn[nH]c2-c2ccc(F)cc2F)[C@@H](c2ccccc2)C1	9%	-9%	-15%	8%	-0.2%	10%	-10%	22%	0%
C#CCSc1nc(-c2ccccc2)c2cc(Cl)ccc2n1	-10%	2%	-19%	8%	4.5%	-13%	?	9%	-12%
O=C1CC(c2ccco2)Cc2c1cnn2-c1nc2ccccc2s1 (stereo not given)	11%	3%	-9%	2%	0.3%	18%	-17%	14%	0%
Cc1c(Cl)cnc(NC(=O)COC(=O)C2CC3CCCC(C2)C3=O)c1Cl (stereo not given)	2%	9%	?	1%	-0.8%	4%	-22%	18%	-2%
COc1ccc(OC)c2sc(NC(=O)c3cccc(N4C(=O)CCC4=O)c3)nc12	7%	-17%	0%	3%	4.3%	-51%	-14%	13%	0%
CC(C)CNC(=O)C(=O)Nc1ccc(N(C)C)cc1	-2%	2%	-4%	-5%	-1.9%	-1%	-5%	-6%	-6%

Only part of the results is shown; the hit share may differ from the screen's.
